GPR7 antag: GPR7 receptor antagonists, primary screen, cell-based, fluorescence, single concentration | GPR7-expressing cells, fluorescence antagonist assay | inhibition, % at 4.4 µM | hit rate 1.1% among 290,000; in the data active = inhibition above about 16%, passing the limit was not always enough;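 also: cells stimulated with the agonist NPW; 0% = agonist with vehicle and 100% = vehicle without agonist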
Target sequence (P48145 whole entry, looked up): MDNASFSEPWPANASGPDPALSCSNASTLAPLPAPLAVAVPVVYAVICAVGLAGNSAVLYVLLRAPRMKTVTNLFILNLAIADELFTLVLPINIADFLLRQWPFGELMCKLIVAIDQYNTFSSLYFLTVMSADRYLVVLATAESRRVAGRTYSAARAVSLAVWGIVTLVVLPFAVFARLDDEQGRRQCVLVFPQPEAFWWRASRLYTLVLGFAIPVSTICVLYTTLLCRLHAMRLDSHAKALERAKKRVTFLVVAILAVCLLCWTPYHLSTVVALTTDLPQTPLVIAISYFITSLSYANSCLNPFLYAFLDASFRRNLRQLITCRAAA
OXTR potentiator: human OXTR potentiators, primary screen, fluorescence, CHO-OTR cells, Fluo-8 calcium | Fluo-8 calcium fluorescence, potentiator mode; 0% = oxytocin EC15, 100% = EC100 | activation, % at 3 µM | Oxytocin receptor (Homo sapiens), P30559 | hit rate 0.061% among 320,000;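 active = activation above that plate's cutoff, the mean activation of tested compounds plus 3 SD, cut at about 6.6% in these data, passing the limit was not always enough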;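 also: 100% uses oxytocin at 75 nM as the full agonist control; some results filed as inactive read as strong as hits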
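Material: CHO-OTR cells, human receptor; compound dosing: single dose, 3.0 µM nominal final compound concentration; schedule: 6 min compound pre-incubation at room temperature, 100 s kinetic read; measured by: kinetic Fluo-8 calcium fluorescence; read-out basis: % activation vs EC15 and EC100 oxytocin; controls: EC15 oxytocin alone as 0%, 75 nM oxytocin as 100%; replicates: singlicate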
GalR3 antag: GalR3 antagonists in HEK293 cells, primary screen, cell-based, fluorescence readout; AID 651719, 2012; HEK293 GalR3-CNG cAMP membrane potential fluorescence; galR3 body fused to GalR1 C-terminus; hit rate 0.44% among 360,000; inhibition, % at 3 µM; Galanin receptor type 3 (Homo sapiens), O60755;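 active = inhibition above the screen-wide average plus 3 SD, cut at about 13% in these data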;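 also: forskolin and galanin both at EC90 stimulate the cells; cAMP rise reported by CNG channel membrane potential dye signal; 0% = forskolin plus galanin with DMSO and 100% = forskolin alone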
Target sequence (O60755 1-299 limits assumed): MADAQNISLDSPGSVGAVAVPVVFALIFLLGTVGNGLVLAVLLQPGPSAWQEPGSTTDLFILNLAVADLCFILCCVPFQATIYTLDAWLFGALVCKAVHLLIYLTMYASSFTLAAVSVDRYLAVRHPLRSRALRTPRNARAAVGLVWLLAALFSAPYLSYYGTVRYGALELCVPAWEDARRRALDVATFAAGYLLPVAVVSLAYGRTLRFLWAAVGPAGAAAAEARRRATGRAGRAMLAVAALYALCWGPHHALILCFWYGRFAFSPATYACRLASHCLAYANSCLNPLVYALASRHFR
OXTR ag: human OXTR agonists, primary screen, fluorescence, CHO-OTR cells, Fluo-8 calcium. Oxytocin receptor (Homo sapiens), P30559. Fluo-8 calcium fluorescence; normalized: DMSO 0%, oxytocin 100%. activation, % at 3 µM. hit rate 0.32% among 320,000;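 active = activation above the mean of all tested compounds plus 3 SD, cutoff set per screening run, cut at about 20% in these data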;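 also: peak over basal fluorescence ratio from a 100 s FLIPR kinetic read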
NALP1 yeast inh: NALP1 inflammasome inhibitors in reconstituted yeast, colorimetric, S. cerevisiae, triplicate retest. S. cerevisiae NALP1/ASC/caspase-1 growth, X-gal OD620, 72 h. inhibition, % at 10 µM. hit rate 0.61% among 280,000. AID 2071, 2009; in the data active = inhibition mostly above about 24%, no sharp cut-off; inactive = mostly below about 32%; also: some compounds called inactive have numbers as strong as hits
V1aR counter: agonists of human V1a receptor, primary screen, counter-screen for OXTR agonist project, fluorescence, CHO-V1R cells; Fluo-8 calcium fluorescence, agonist mode; 0% DMSO, 100% 3 nM vasopressin; activation, % at 3 µM; hit rate 0.25% among 320,000; Vasopressin V1a receptor (Homo sapiens), P37288;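 active = activation above the mean activation of all tested compounds plus 3 SD, per screening run, cut at about 20% in these data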;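 also: signal is peak over basal fluorescence ratio across a 100 second FLIPR read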
Target sequence (P37288 whole entry, looked up): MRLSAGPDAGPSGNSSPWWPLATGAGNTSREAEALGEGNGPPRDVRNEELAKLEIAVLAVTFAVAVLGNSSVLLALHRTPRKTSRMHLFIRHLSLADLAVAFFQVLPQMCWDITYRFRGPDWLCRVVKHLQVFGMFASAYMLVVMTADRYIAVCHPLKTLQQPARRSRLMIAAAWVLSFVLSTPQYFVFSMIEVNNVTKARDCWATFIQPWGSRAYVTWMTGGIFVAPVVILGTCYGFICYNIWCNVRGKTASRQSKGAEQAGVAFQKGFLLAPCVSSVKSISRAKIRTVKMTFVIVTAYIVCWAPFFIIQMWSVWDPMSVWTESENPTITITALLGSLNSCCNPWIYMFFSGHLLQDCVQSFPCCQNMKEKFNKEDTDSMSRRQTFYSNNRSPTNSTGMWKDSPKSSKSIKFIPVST
MEKK2 WT-MEK5: modulators of MEK5 binding to wildtype MEKK2, primary screen, biochemical, multiplex bead flow cytometry, Alexa488-MEK5. AID 1531, 2009. binding response (% of control), % at 10 µM. hit rate 1.1% among 290,000. Mitogen-activated protein kinase kinase kinase 2 (Homo sapiens), Q9Y2U5. Alexa488-MEK5 binding to MEKK2 WT; actives lie on both sides; in the data active = binding response below about 67% or above about 130%
MEKK2mut PB1 HTS: MEK5 binding signal on mutant MEKK2 PB1, primary screen, biochemical, multiplex bead flow cytometry, Alexa488-MEK5. Alexa488-MEK5 binding to MEKK2 mutant. percent response, % at 10 µM. hit rate 0.35% among 290,000; in the data active = percent response above about 24%, passing the limit was not always enough; also: inactives centre near 1; some results filed as inactive read as strong as hits
M18AAP inhibitor: PfM18AAP inhibitors, malaria aminopeptidase, primary screen, biochemical, QFRET, recombinant enzyme; M18 aspartyl aminopeptidase (Plasmodium falciparum 3D7); H-Glu-NHMec fluorogenic cleavage; inhibition, % at 7.35 µM; hit rate 1.2% among 290,000; AID 1822, 2009;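 active = inhibition above the campaign mean inhibition over all tested compounds plus 3 SD, cut at about 28% in these data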;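 also: 0% = plate median of test compound wells and 100% = 2 mM ZnCl2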
Starred values were filed as active, the others as inactive; nt = no result given; [ ] = remark or other dose. Outcome played no part in choosing rows, and some 4.1% of all compounds hit somewhere here.

No.	smiles	GalR3 antag	OXTR ag	MEKK2 WT-MEK5	NALP1 yeast inh	OXTR potentiator	M18AAP inhibitor	MEKK2mut PB1 HTS	GPR7 antag	V1aR counter
1	COc1cc(OC)cc(C(=O)Nc2cccc(NC(C)=O)c2)c1	-3	0.7	99	-17	-2	2	-1	2	0.2
2	O=C1CCCC(=O)C1C1c2ccccc2CCN1C(=O)CCl (stereo not drawn)	1	-0.1	105	19	-8	-8	23	-3	1.1
3	CCCCN(C(=O)CSc1nnc(Nc2ccc(C)c(C)c2)s1)c1c(N)n(Cc2ccccc2)c(=O)[nH]c1=O	-3	-0.7	101	5	-18	-4	7	-9	2.4
4	Cc1ccc(CNC(=O)C2CCCN2C(=O)Nc2ccc(C)cc2)cc1 (stereo not drawn)	0	-1.2	73	9	0	-13	-8	10	-0.1
5	O=C(O)CC/C(=C\c1ccc2c(c1)OCO2)c1nc2ccccc2s1	-8	2.3	100	11	-11	11	4	12	2.5
6	O=C(CN1C(=O)NC2(CCCC2)C1=O)N1CCc2ccccc2C1	4	-0.8	89	0	-8	-1	-8	11	0.6
7	Cc1ccccc1N1C(=O)CC(Nc2ccc3c(c2)OCO3)C1=O (stereo not drawn)	-7	3.3	103	7	-10	30*	1	3	2.7
8	COc1cc(NC(=O)C/C(C)=N/NC(=O)C(=O)NC2CCCCC2)c(OC)cc1Cl	-7	-2.2	67	-5	2	-1	-28	5	-0.5
9	COC1=CC2(O)CCCC2=CC1=O (stereo not drawn)	6	0.2	100	11	-4	3	-1	0	1.2
10	Cc1cccc(NC(=O)CNC(=O)CCc2nc3sc4c(c3c(=O)[nH]2)CCCC4)c1C	-2	1.3	nt	nt	-3	nt	nt	nt	-0.2
11	CN(CC1CCCN(CCc2ccc(Cl)cc2)C1)C(=O)c1ccc2nc[nH]c2c1 (stereo not drawn)	-2	-0.6	118	4	-7	-8	8	-17	-0.9
12	O=S(=O)(c1ccccc1)N1CCc2ccccc2C1	-10	-2.6	112	18	-7	-2	10	3	-0.3
13	CCOC(=O)N1CCN(C(=O)c2cc3c(=O)n(C)c4ccccc4c3n2C)CC1	0	-1.8	96	30	12	-5	-1	-3	0.0
14	O=[N+]([O-])c1ccccc1S(=O)(=O)N(CC1CO1)c1ccccc1 (stereo not drawn)	-9	0.7	102	8	-1	-14	1	14	0.7
15	Cc1ccc(-n2nc3cc(C)c(N)cc3n2)cc1	0	-1.3	101	10	1	-15	1	-1	0.2
16	CC1=C(C(=O)OCc2ccccc2)C(c2ccc(Cl)cc2)NC(=O)N1CCCC(=O)O (stereo not drawn)	-11	1.1	98	21	-1	25	-6	9	1.4
17	Cc1cccc(C)c1-n1c(C)cc(/C=N/NC(N)=S)c1C	-2	-2.3	98	-22	-26	13	0	12	-1.3
18	O=C(NCC1CCCO1)/C(=C\c1ccccc1F)NC(=O)c1ccccc1 (stereo not drawn)	2	0.7	95	14	-4	-1	-5	-8	-0.6
19	CN(Cc1ccc(F)cc1)S(=O)(=O)c1nnc(NC(=O)c2ccccc2)s1	-10	6.8	103	6	-12	3	4	-4	7.2
20	Cc1cc(C)n(-c2nc3c(c(=O)[nH]c(=O)n3C)n2C(C)C)n1	0	1.1	103	9	-2	-8	3	5	0.3
21	CN(CC(=O)Nc1sccc1C#N)C1CCCCC1	1	-0.6	97	25	-11	4	1	-3	0.2
22	CCN1C(=O)[C@H]2[C@@H](c3ccc(Cl)cc3)N3C(=O)CN(CCOC)C(=O)[C@@]3(C)[C@H]2C1=O	-3	1.1	101	18	-5	-9	6	-7	0.2
23	O=C(O)/C=C/C(=O)N1CCN(Cc2ccc3c(c2)OCO3)CC1	-10	0.5	114	-4	-10	1	12	-8	1.7
24	Cc1cccc(C(=O)N(c2ccccn2)C(C)c2ccco2)c1 (stereo not drawn)	6	0.6	85	-13	-1	-1	-2	-6	1.9
25	CC(C)CNC(=O)C(=O)NN=C1CCCCCC1	0	-1.9	98	10	-5	-1	0	-16	-0.7
26	CCOC(=O)N1CCC(NC(=O)CN(C)S(=O)(=O)c2cc3c(cc2Cl)NC(=O)CO3)CC1	9	-0.7	83	15	-10	0	-3	-2	0.4
27	Cc1ccc(N2CC(NS(=O)(=O)c3cc(F)ccc3F)CC2=O)cc1C (stereo not drawn)	-3	1.7	nt	nt	-12	nt	nt	nt	-0.5
28	COc1cc(C=O)ccc1OCC(=O)NC(C)(C)C	-3	-0.1	101	10	-4	-3	-1	-2	-0.4
29	Cc1ccc(Cc2cnc(NC(=O)/C(C#N)=C/c3ccc(-c4ccc([N+](=O)[O-])cc4)o3)s2)cc1	-4	1.0	124	18	-8	18	9	-1	-0.3
30	O=C1Nc2ccccc2C(O)(C(=O)N2CCCCC2)N1c1ccccc1 (stereo not drawn)	3	1.3	108	12	-11	-15	1	-3	0.9
31	CC1=C(C(=O)Nc2ccccc2C(=O)N2CCC(C)CC2)SCCO1	3	-1.2	99	5	-1	1	1	-11	-1.0
32	Cc1cc(OCn2ccc(C(=O)O)n2)ccc1Cl	-2	-0.2	97	15	-4	-5	-4	17	0.6
33	Cc1cccc(NC(=O)c2nc[nH]c2C(=O)N[C@@H](CC(C)C)C(=O)OC(C)(C)C)c1	-3	-1.3	91	nt	-8	nt	3	nt	0.3
34	CC(C)OC(=O)CC1C(=O)NCCN1C(=S)NC(=O)c1cccs1 (stereo not drawn)	1	-0.5	104	-17	-8	-7	-2	-4	0.7
35	COc1cccc2[nH]c(C(=O)NCCc3ccccc3)cc12	-8	nt	97	11	nt	-1	2	-10	nt
36	Cc1ccc(C(=O)C(C)OC(=O)CN2C(=O)NC3(CCCC3)C2=O)cc1C (stereo not drawn)	-3	-1.4	nt	nt	-9	nt	nt	nt	-0.8
37	CC(OC(=O)c1ccco1)C(=O)Nc1nc(-c2ccccc2)cs1 (stereo not drawn)	-4	-0.4	nt	nt	-9	nt	nt	nt	0.8
38	COc1ccc(N(CC(=O)NC2CCCC2)C(=O)CCC(=O)Nc2nc(C)cs2)cc1OC	-4	0.3	103	-2	0	4	2	-5	0.1
39	CCSC1=C(C#N)C2(CCCCC2)C(C#N)C(=O)N1 (stereo not drawn)	-6	-0.2	108	-15	-8	-2	0	-8	0.7
40	O=C(Cc1ccc(Cl)cc1)Nc1cccc(C(=O)Nc2ccccc2C(=O)O)c1	-6	-1.2	98	22	-9	-10	3	9	0.3
41	Fc1ccc(CN(Cc2ccccc2)C(c2cccs2)c2nnnn2C2CCCCC2)cc1 (stereo not drawn)	-3	1.0	97	2	-5	2	1	-4	-0.1
42	OCCNCCOc1ccc(Cl)c(Cl)c1	0	3.0	99	38	1	-6	-2	-7	2.6
43	C=CCn1c(=S)[nH]c2cc(C(=O)NCCc3ccc(S(N)(=O)=O)cc3)ccc2c1=O	-3	0.2	nt	nt	2	nt	nt	nt	0.9
44	FC(F)Oc1ccc(/C=N/n2c(Cc3ccc(Br)cc3)n[nH]c2=S)cc1	-8	-1.3	95	-19	-10	46*	0	-5	-1.1
45	COc1ccc(S(=O)(=O)N(Cc2cccs2)C2CCCC2)cc1	2	-0.9	94	16	-20	-6	-7	-21	1.5
46	CC(=O)N1CCN(c2nc3cc4c(cc3nc2NS(=O)(=O)c2ccccc2)OCCO4)CC1	-2	2.7	97	-1	-9	25	0	1	0.4
47	O=c1cc(/C=C/c2cccs2)[nH]c2ccccc12	-7	4.2	102	23	-6	-4	2	7	1.6
48	O=C(c1ccccc1F)N1CCC(N2CCCCCC2)CC1	-2	-0.4	114	10	-2	2	8	-16	-0.1
49	CCCn1cc(S(=O)(=O)CC(=O)Nc2ccc(OCC)cc2)c2ccccc21	-2	-2.3	112	18	-4	0	3	-5	-1.3
50	CCOC(=O)C(C)Sc1nnc(NC(=O)c2cccc([N+](=O)[O-])c2C)s1 (stereo not drawn)	-2	1.6	111	35	-3	-5	12	0	5.0
51	Cc1csc(SCC(=O)NC(=O)NC(C)C)n1	-5	0.7	92	3	-3	-9	-1	-3	-0.7
52	Cn1nnnc1SCC(=O)NC(=O)Cc1ccccc1	2	0.4	109	19	-5	-9	13	-5	-0.6
53	CN(Cc1cnn(C)c1)C(=O)C1CCCCC1C(=O)O (stereo not drawn)	-1	0.9	101	-9	-5	-1	8	-17	0.8
54	COc1ccc(CCOC2OC(CO)C(OC(=O)/C=C/c3ccc(O)c(OC)c3)C(O[C@H]3O[C@@H](C)[C@H](O)[C@@H](O)[C@H]3O)C2O)cc1O (stereo partly drawn)	-4	1.7	nt	nt	-6	nt	nt	nt	1.1
55	Clc1ccc(-c2csc(N3CCC(c4ccccc4)C3)n2)cc1 (stereo not drawn)	-4	3.0	96	4	-5	-4	-1	-7	0.1
56	CCNc1nc(NCC)n2c(SCC(=O)N3CC4(C)CC3CC(C)(C)C4)nnc2n1 (stereo not drawn)	6	0.2	103	12	-2	-7	24	1	-0.3

Next records follow:
No.	smiles	GalR3 antag	OXTR ag	MEKK2 WT-MEK5	NALP1 yeast inh	OXTR potentiator	M18AAP inhibitor	MEKK2mut PB1 HTS	GPR7 antag	V1aR counter
57	CC(C)NC(=S)N/N=C/c1c[nH]c2ccccc12	-9	2.6	100	13	-10	13	-2	-13	2.5
58	CCn1c(SCC(=O)N2CCCc3ccccc32)nc2ccccc2c1=O	-6	-1.5	104	15	-14	-2	-2	-11	1.6
59	N#CC1(NC(=O)COC(=O)Cn2[nH]c(=O)c3ccccc3c2=O)CCCCC1	3	-0.2	nt	nt	-5	nt	nt	nt	0.0
60	O=C(CSc1nc(C2CCCCC2)nc2ccccc12)NCc1ccco1	-4	-2.9	-1.0*[inhibitor]	16	-8	4	-28	-15	-1.6
61	COc1cc(-c2nc(-c3ccc4c(c3)-c3ccccc3S4(=O)=O)c(-c3ccccc3)[nH]2)cc(OC)c1O	-1	0.1	116	-1	-9	7	4	-12	-1.5
62	CC(=O)Nc1ccc(/C(C)=N/NS(=O)(=O)c2ccccc2)cc1	-4	-0.1	107	12	-10	7	0	-6	0.4
63	CN(c1nc2ccccc2n2c(C3CC3)nnc12)S(=O)(=O)c1ccccc1	-6	0.5	109	nt	-1	2	23	-6	0.8

From PubChem BioAssay
